DNA FID counter: counter-screen for HCV NS3 helicase inhibitors: DNA intercalator displacement. 0.17% of 290,000 active. inhibition, % at 7.9 µM. DNA fluorescent intercalator displacement, fluorescence; in the data active = inhibition above about 37%;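 note: 0% = vehicle and 100% = reference compound; higher means more ethidium bromide displaced from hairpin DNA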
IMP-1 inhibitor: inhibitors of Pseudomonas aeruginosa IMP-1 metallo-beta-lactamase; purified IMP-1, nitrocefin hydrolysis, epi-absorbance fluorescence; inhibition, % at 5.6 µM; 0.45% of 290,000 active; AID 1556;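 active = inhibition above the mean plus 3 SD of all compounds in the same screening run, cut at about 4.5% in these data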;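 note: 0% = IMP-1 with DMSO and 100% = DMSO wells lacking enzyme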
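assay system = purified recombinant IMP-1 metallo-beta-lactamase enzyme | schedule = 15 min preincubation plus 25 min reaction at 25 °C | signal = Epi-absorbance fluorescence, 480 nm excitation, 530 nm emission | read-out basis = percent inhibition from optical density relative to buffer-blank wells | controls = IMP-1 with DMSO as 0%, enzyme-free DMSO as 100%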
SUMO HTRF inh: SUMOylation inhibition. HTRF SUMOylation assay, SAE1/SAE2 + UBC9, in vitro. inhibition, % at 35 µM. 0.36% of 290,000 active. AID 2006; in the data active = inhibition above about 50%, passing the limit was not always enough; note: strong numbers were not always called active
Target sequence (P63279 whole entry, looked up): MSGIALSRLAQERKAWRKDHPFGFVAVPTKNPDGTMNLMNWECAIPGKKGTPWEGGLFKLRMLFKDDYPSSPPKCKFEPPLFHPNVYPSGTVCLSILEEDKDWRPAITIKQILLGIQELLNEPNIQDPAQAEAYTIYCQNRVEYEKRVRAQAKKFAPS
MEKK3 PB1 HTS: MEKK3-MEK5 PB1 interaction, increase or decrease; binding response (% of control), % at 10 µM; bead-based flow cytometry, Alexa488-MEK5 binding to MEKK3; actives lie on both sides; 0 = blocked by unlabeled MEK5, 100 = vehicle; 1.4% of 290,000 active; AID 1529; Q99759;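 active = binding response more than 3 SD above or below the average of its plate-row segment, actives on both sides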;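 note: Alexa488 bead fluorescence after subtracting the streptavidin-only scavenger bead signal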
Target sequence (Q99759 whole entry, looked up): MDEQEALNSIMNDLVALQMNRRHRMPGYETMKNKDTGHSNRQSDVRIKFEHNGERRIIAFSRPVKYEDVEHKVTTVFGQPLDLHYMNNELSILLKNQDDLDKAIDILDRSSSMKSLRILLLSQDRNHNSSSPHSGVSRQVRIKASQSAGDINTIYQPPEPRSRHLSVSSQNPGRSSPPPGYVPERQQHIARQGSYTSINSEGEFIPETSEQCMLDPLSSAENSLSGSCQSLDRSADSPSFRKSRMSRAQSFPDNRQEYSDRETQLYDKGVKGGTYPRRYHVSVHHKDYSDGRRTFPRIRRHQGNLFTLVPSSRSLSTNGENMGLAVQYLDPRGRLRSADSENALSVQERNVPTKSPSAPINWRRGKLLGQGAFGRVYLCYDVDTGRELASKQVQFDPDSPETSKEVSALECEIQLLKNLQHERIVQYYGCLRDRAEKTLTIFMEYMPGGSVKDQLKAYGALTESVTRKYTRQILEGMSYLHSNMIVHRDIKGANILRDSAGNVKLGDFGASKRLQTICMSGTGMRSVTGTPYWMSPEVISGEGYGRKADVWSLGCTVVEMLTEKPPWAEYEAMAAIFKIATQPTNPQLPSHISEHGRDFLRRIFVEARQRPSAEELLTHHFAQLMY
VIM-2 inhibitor: inhibitors of Pseudomonas aeruginosa VIM-2 metallo-beta-lactamase | purified VIM-2, nitrocefin hydrolysis, epi-absorbance fluorescence | inhibition, % at 5.6 µM | 0.89% of 290,000 active | AID 1527;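 active = inhibition above the mean of all tested compounds plus 3 SD, cutoff set per screening run, cut at about 7.5% in these data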;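 note: red hydrolysis product quenches plate fluorescence so inhibitors raise well fluorescence; 0% = enzyme with DMSO and 100% = DMSO without enzyme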
IDE cell activ: IDE (human) activation, cell-based; 0.073% of 340,000 active; AID 493087; P14735; HEK cells, FAbeta-B cleavage, fluorescence polarization; 0% vehicle, 100% cell-free pure enzyme wells; activation, % at 5.96 µM;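 active = activation above the mean of all tested compounds plus 3 SD, set per screening campaign, cut at about 17% in these data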
PHOSPHO1 inh: inhibitors of human PHOSPHO1 phosphatase; recombinant PHOSPHO1, absorbance phosphatase assay; Q8TCT1; inhibition, % at 13.3 µM; 1.1% of 290,000 active; AID 1565; in the data active = inhibition above about 60%
Target sequence (Q8TCT1 whole entry, looked up): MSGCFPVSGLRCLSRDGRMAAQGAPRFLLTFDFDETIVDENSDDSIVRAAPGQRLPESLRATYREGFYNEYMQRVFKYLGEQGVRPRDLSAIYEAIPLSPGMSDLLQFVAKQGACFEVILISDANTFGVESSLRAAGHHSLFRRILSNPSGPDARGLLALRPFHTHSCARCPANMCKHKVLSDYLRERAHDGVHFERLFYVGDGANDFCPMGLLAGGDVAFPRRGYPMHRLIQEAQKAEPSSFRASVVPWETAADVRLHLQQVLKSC
HCV NS3 hel inh: inhibitors of Hepatitis C virus NS3 helicase; NS3 helicase DNA unwinding, Cy5 molecular beacon fluorescence; inhibition, % at 10.9 µM; 0.56% of 290,000 active; AID 1800;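 active = inhibition above the mean of all tested compounds plus 3 SD, set per campaign, cut at about 35% in these data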;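 note: 0% = DMSO wells and 100% = thioflavine S control wells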
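Material: hepatitis C virus NS3 helicase domain fragment enzyme; measured by: Cy5 fluorescence, 0 and 60 min reads; control set: DMSO and thioflavine S; incubation: 60 min unwinding reaction at 25 °C after ATP addition; read-out basis: % inhibition from 60/0 min fluorescence ratio, DMSO 0%, thioflavine S 100%; repeats: singlicate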
p-CIP stab down: p/CIP protein destabilization; F442A p/CIP-EGFP cells, EGFP fluorescence, 16 h; 0.01% of 290,000 active; AID 1984; decrease of EGFP signal, % at 10 µM; Q05BA5;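 active = EGFP signal decrease of at least 30% at 10 µM or well 3 SD below plate mean, unless failing retest; inactive = the rest, including hits failing retest or dose response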; note: some compounds called inactive have numbers as strong as hits; many of its hits are not listed in these tables
An asterisk follows results filed as active; . = not tested or not shown; [ ] = another dose, or the depositor's remark. Some of the compounds tested; count on the stated rates, not on these rows.

no.	smiles	DNA FID counter	IMP-1 inhibitor	SUMO HTRF inh	MEKK3 PB1 HTS	VIM-2 inhibitor	IDE cell activ	PHOSPHO1 inh	HCV NS3 hel inh	p-CIP stab down
1	CC(=O)c1ccc(-n2cc(-c3ccc(C(C)(C)C)cc3)[n+]3c2SCCC3)cc1	7	-1.2	4	101	-1.8	-3	40	-10	-11
2	Cc1ccc(N(CC(O)COCc2ccco2)S(=O)(=O)c2ccc(C)cc2)cc1 (configuration not stated)	-37	-2.6	28	99	-3.8	-2	1	20	-18
3	CCNc1c(NS(=O)(=O)c2ccc(Br)s2)c(=O)oc2ccccc12	-18	-3.2	-5	101	-0.4	0	32	-17	6
4	CCCC[C@@H]1CNC(=O)C(=O)N1CCCc1cc(OC)c(OC)c(OC)c1	.	.	0	96	.	-7	39	.	-1
5	Cc1cc(=S)cc(C)n1CCO	7	0.0	1	85	0.2	3	1	11	3
6	COc1cc(CNc2ccc3[nH]c(=O)[nH]c3c2)cc(Br)c1OCc1ccc(F)cc1	-8	-0.1	39	109	-1.4	3	11	-1	-47
7	O=C(COC(=O)Cn1cnc2ccccc21)NCCC1=CCCCC1	0	0.8	19	99	1.7	5	6	-10	-4
8	CC(C)CNC(=O)COc1ccc2c3c(c(=O)oc2c1)CCC3	-13	-1.8	30	100	4.1	1	26	-4	-17
9	Cc1ccc(S(=O)(=O)Nc2cccc(-n3cnnn3)c2)cc1C	-12	-3.7	6	102	-2.1	-1	22	4	-16
10	CCN1CCCC1CNc1ncnc2c1[nH]c1ccc(F)cc12 (configuration not stated)	11	2.1	10	98	2.3	-2	-25	1	-8
11	Cc1ccccc1OCc1nnc(SCC(=O)Nc2ccc3nc(SCC(=O)NC(C)(C)C)sc3c2)n1C	-4	-2.7	1	88	-3.5	9	-23	-6	-6
12	CCOc1ccc(NC(=O)CN(C)c2ccc(S(=O)(=O)N3CCOCC3)cn2)cc1OCC	-3	-1.2	2	79	-5.7	-2	15	10	-5
13	CCCCCCOc1ccc(N2C(=O)CC(N3CCN(CCN=CC4C(=O)CC(C)(C)CC4=O)CC3)C2=O)cc1 (configuration not stated)	-11	-3.2	-2	99	-4.6	-1	-29	-3	-1
14	CCOc1ccccc1NC(=O)NC1CCN(CC(=O)Nc2ccc3c(c2)OCCO3)CC1	9	-1.2	14	75*[inhibitor]	-3.2	3	-10	1	-2
15	Cc1cc(F)ccc1NS(=O)(=O)c1cccc2nsnc12	-4	-4.0	14	103	-2.9	-1	30	-7	-18
16	CC(c1nccs1)N(C)C(=O)CCc1nnc(CCc2ccccc2)o1 (configuration not stated)	-14	0.2	14	93	2.9	-3	-25	0	-8
17	Cc1nnc(SCCN2CCOCC2)c2nn(-c3ccccc3F)c(C)c12	-3	-1.6	-15	98	4.9	-3	-6	-2	6
18	CCCCOc1ccc(/C=C/C(=O)NCCc2nc3ccccc3[nH]2)cc1	-3	-0.7	6	104	-1.1	-6	-70	-7	-24
19	CN(CC(=O)Nc1ccc(Cl)cc1)C(=O)Cc1c(F)cccc1Cl	-17	-2.2	12	105	-3.4	3	56	0	-16
20	CN(CCC(=O)Nc1ccc2c(c1)OCO2)Cc1ccccc1	4	-1.2	17	107	0.6	3	-1	0	10
21	Cc1ccc(N=Cc2ccc(O)cc2O)cc1F	3	-2.0	16	101	-2.5	-29	39	6	-13
22	COCCCNC(=O)CSC1=Nc2ccccc2C2=NC(Cc3c[nH]c4ccccc34)C(=O)N12 (configuration not stated)	-11	-2.0	12	.	-2.4	4	13	3	-2
23	CCOc1cc(-c2nnn(CC(=O)N3CCCCC3)n2)ccc1OC	-14	-4.2	17	105	-1.5	0	.	5	-6
24	O=C(COc1ccc(Cl)cc1)NCCCNC(=O)c1cnccn1	-7	-2.4	5	101	-4.3	3	43	8	-1
25	CC(=O)NC(NC(=S)N1CCCCCC1)C(Cl)(Cl)Cl (configuration not stated)	-2	-3.4	-4	96	-1.7	-2	56	0	-8
26	C[C@H](NC(=O)c1ccccc1Cl)C(=O)Nc1ccccc1F	-2	-2.3	6	98	-1.3	3	27	-4	-4
27	CN1/C(=C\C(=O)c2cccnc2)Sc2ccccc21	-1	-2.6	0	107	-0.1	-2	-20	-4	11
28	Cc1ccc(C2c3c(oc4ccccc4c3=O)C(=O)N2CCCN2CCOCC2)o1 (configuration not stated)	-6	-1.9	10	95	-1.7	0	49	-5	-4
29	NC(N)=N/N=C/c1ccc(OCc2ccccc2)cc1	19	-3.0	-18	67	0.2	1	2	-82	-1
30	CCOc1ccc(C(=O)Nc2ccccc2CC)cc1[N+](=O)[O-]	0	-0.1	6	50*[inhibitor]	0.7	0	-11	-6	-22
31	CCN1/C(=C2\C(=O)N(C)C(=S)N2c2ccccc2)C=Cc2ccccc21	6	-3.5	8	105	-3.4	7	-114	-2	-1
32	Cc1ccc(C)c(CN2C(=O)C3CCCN3c3ccc(S(=O)(=O)N4CCOCC4)cc32)c1 (configuration not stated)	-14	-0.9	20	103	1.1	.	30	0	-5
33	CNC(=O)NC(=S)NC(=O)c1ccccc1Cl	-6	-2.6	8	119	0.1	8	-16	-2	-5
34	O=C(c1cccnc1)N1CCC(Oc2ccc(C(=O)N3CCCCO3)cc2)CC1	-21	-0.8	5	98	0.6	-4	2	-2	-9
35	c1ccc2[nH]c(NC3=NCCC3)nc2c1	-3	-7.4	-30	101	-3.2	3	0	0	3
36	CCOC(=O)NC(=O)CSc1ccc(C)cc1C	0	-3.5	-8	93	0.7	3	15	4	16

New compounds follow
nr	mol	DNA FID counter	IMP-1 inhibitor	SUMO HTRF inh	MEKK3 PB1 HTS	VIM-2 inhibitor	IDE cell activ	PHOSPHO1 inh	HCV NS3 hel inh	p-CIP stab down
37	CC(C)Oc1ccccc1NC(=O)CSc1nc2ccccc2c(=O)n1C	-29	-2.6	-14	104	-0.9	-2	14	-8	-26
38	NC(=O)C1CC(=O)N(c2ccc(OCC(=O)NCc3ccccc3)cc2)C1 (configuration not stated)	-4	-4.8	3	103	-4.2	0	27	6	-6
39	Cc1ccc(S(=O)(=O)N(CC(=O)N/N=C/c2ccco2)Cc2ccccc2)cc1	-10	-2.3	16	93	-3.4	2	-8	-9	-3
40	C[C@]1(CO)CCC[C@@]2(C)C1CC[C@@H](CO)[C@@H]2CCc1ccoc1 (some centres not stated)	-30	-1.4	-1	109	-2.8	5	40	0	-5
41	COc1cc(Cl)ccc1OCc1cc(C(=O)N(C)Cc2nnc(C)o2)no1	-24	-2.6	0	111	-1.9	-2	51	-6	-19
42	Cc1ccc(NS(=O)(=O)c2ccc(-c3ccc(=O)[nH]n3)o2)cc1Cl	-20	-2.7	-1	97	-0.1	5	43	-4	2
43	Cc1nonc1NC(=O)CSc1nc(C2CCCCC2)nc2ccccc12	-8	-2.7	9	103	-4.3	0	14	1	-7
44	O=C(NCc1ccccc1)C(Cc1ccccc1)N1C(=O)C2C3CCC(C3)C2C1=O (configuration not stated)	-14	-1.4	-2	104	-2.1	-1	9	0	-7
45	CCCn1c(=O)c2c(nc3n2CCCN3Cc2ccccc2)n(C)c1=O	-28	-1.2	15	101	0.5	3	37	-6	-5
46	O=C(C1CCC(=O)N(C2CC2)C1)N1CCC(Oc2cccc(F)c2)CC1 (configuration not stated)	-18	-3.1	2	103	-3.0	4	31	-2	9
47	COc1ccc(-c2nnc(SCC(=O)Nc3ccc(C)cc3)n2C)cc1	-22	0.2	2	91	-2.3	0	-6	-2	2
48	COCCNc1c(-c2ccc(OC)c(OC)c2)nc2ccc(Cl)cn12	-8	-3.6	20	115	-2.0	-4	-12	6	-21
49	COc1ccc(C(=O)C2CCCN(Cc3cc(Cl)ccc3O)C2)c(OC)c1 (configuration not stated)	21	0.7	-13	107	2.0	0	14	-14	4
50	CC(=O)N1CCN2C(=O)C1CCCC(=O)c1cc(C3CCCCC3)ccc12 (configuration not stated)	-9	-2.4	12	97	-1.8	-1	-4	6	-1
51	OCC1CCCCN1C(=S)Nc1ccc(Cl)cc1Cl (configuration not stated)	0	-1.6	1	101	0.0	3	-11	6	0
52	O=[N+]([O-])c1cccnc1N1CCC(c2cc(-c3cccc(C(F)(F)F)c3)n[nH]2)CC1	-2	-3.2	-22	108	1.5	-3	0	-26	1
53	COc1ccc(C)cc1NC(=O)CNC(c1ccccc1)c1ccc(C)cc1 (configuration not stated)	-11	-1.2	-23	101	1.3	-3	36	-6	2
54	CN1CCN(CCc2nc3cc(NC(=O)COc4ccccc4)ccc3n2C)CC1	12	-3.9	26	.	1.4	-3	11	-6	18
55	COc1ccc(C)cc1S(=O)(=O)N(CC(=O)N1CCOCC1)c1cc(C)cc(C)c1	-46	-1.4	-2	102	-2.5	2	48	1	-3
56	Cc1ccc(CNC(=O)c2csc3c2CCCCC3)cc1	-4	-1.9	13	99	-1.7	4	-20	-10	-11
57	COc1cccc(C(=O)Nc2ccc(C(=O)c3ccccc3)cc2)c1	-14	-3.2	-10	100	-0.6	-6	15	-1	0
58	Cc1ccc(OCc2ccc(C(=O)NN)o2)cc1C	-11	-0.8	2	97	-0.7	0	29	2	6
59	CSc1nnc2c(n1)OC(C)N(C(=O)c1ccccc1)c1ccccc1-2 (configuration not stated)	0	-5.0	33	100	-1.6	13	28	7	-2

Retrieved by compound from the list above:
nr	mol	DNA FID counter	IMP-1 inhibitor	SUMO HTRF inh	MEKK3 PB1 HTS	VIM-2 inhibitor	IDE cell activ	PHOSPHO1 inh	HCV NS3 hel inh	p-CIP stab down
52	O=[N+]([O-])c1cccnc1N1CCC(c2cc(-c3cccc(C(F)(F)F)c3)n[nH]2)CC1	-2	-3.2	-22	108	1.5	-3	0	-26	1
58	Cc1ccc(OCc2ccc(C(=O)NN)o2)cc1C	-11	-0.8	2	97	-0.7	0	29	2	6

Compounds from the list above containing two or more sulfur atoms (three):
nr	mol	DNA FID counter	IMP-1 inhibitor	SUMO HTRF inh	MEKK3 PB1 HTS	VIM-2 inhibitor	IDE cell activ	PHOSPHO1 inh	HCV NS3 hel inh	p-CIP stab down
3	CCNc1c(NS(=O)(=O)c2ccc(Br)s2)c(=O)oc2ccccc12	-18	-3.2	-5	101	-0.4	0	32	-17	6
11	Cc1ccccc1OCc1nnc(SCC(=O)Nc2ccc3nc(SCC(=O)NC(C)(C)C)sc3c2)n1C	-4	-2.7	1	88	-3.5	9	-23	-6	-6
15	Cc1cc(F)ccc1NS(=O)(=O)c1cccc2nsnc12	-4	-4.0	14	103	-2.9	-1	30	-7	-18

Compound activity: PubChem, several laboratories
